MITF inh: MITF inhibitors, primary screen, biochemical, AlphaScreen, human; Microphthalmia-associated transcription factor (Homo sapiens), O75030; AlphaScreen MITF homodimerization, bead proximity signal; inhibition, % at 2.6 µM; actives 0.91% (n = 650,000); AID 1259374, 2018; in the data active means inhibition above about 50%;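 further: 0% = vehicle wells with protein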
Target sequence (O75030 whole entry, looked up): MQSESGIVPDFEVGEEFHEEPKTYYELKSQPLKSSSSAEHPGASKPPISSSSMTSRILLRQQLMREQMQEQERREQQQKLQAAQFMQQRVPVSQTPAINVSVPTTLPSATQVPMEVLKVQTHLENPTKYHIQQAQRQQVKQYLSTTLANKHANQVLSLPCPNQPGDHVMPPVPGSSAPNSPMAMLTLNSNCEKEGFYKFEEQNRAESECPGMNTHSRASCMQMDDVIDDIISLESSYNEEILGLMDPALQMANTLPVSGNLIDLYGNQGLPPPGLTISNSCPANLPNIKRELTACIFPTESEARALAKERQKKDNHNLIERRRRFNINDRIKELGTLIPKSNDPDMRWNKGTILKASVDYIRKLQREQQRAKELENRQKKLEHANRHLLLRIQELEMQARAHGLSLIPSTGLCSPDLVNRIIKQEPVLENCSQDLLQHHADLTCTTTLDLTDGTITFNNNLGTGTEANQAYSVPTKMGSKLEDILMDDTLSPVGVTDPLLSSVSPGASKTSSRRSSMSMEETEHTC
GPR151 activ: activators of human GPR151, primary screen, cell-based, PathHunter beta-arrestin, luminescence | AID 1508602, 2020 | PathHunter beta-arrestin GPR151 cells | actives 1% (n = 650,000) | G-protein coupled receptor 151 (Homo sapiens), Q8TDV0 | activation, % at 11.2 µM; in the data active means activation above about 4.9%;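 further: 0% = median of compound wells and 100% = cells with positive control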
Target sequence (Q8TDV0 whole entry, looked up): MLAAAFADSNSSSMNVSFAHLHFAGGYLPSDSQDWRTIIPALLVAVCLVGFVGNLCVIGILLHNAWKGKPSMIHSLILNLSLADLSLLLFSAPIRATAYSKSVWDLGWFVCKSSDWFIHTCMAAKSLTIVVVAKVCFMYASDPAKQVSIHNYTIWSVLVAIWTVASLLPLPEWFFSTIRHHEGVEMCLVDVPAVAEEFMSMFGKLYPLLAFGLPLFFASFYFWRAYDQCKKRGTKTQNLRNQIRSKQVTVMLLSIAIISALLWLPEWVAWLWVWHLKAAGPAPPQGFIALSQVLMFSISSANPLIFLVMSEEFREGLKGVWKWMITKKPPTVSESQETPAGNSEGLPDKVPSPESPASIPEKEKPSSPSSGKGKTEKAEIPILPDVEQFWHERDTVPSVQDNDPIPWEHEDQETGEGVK
TEAD-YAP block: TEAD-YAP interaction inhibition, primary screen, TEAD-YAP interaction inhibitor project, luminescence, HEK-TIYL cells | inhibition, % at 9.12 µM | actives 1.4% (n = 640,000) | TEAD-Gal4/YAP UAS-luciferase luminescence | AID 1259422, 2018; in the data active means inhibition above about 32%;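 further: 0% = median of test compound wells and 100% = reference inhibitor wells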
FBW7 activator: FBW7 E3 ligase activators, primary screen, biochemical, AlphaScreen, human; F-box/WD repeat-containing protein 7 (Homo sapiens), Q969H0; AlphaScreen FBW7–phospho-cyclin E peptide binding, activator screen; normalized activity (activation), % at 26.1 µM; actives 0.13% (n = 650,000); AID 1259310, 2017; in the data active means normalized activity above about 1.9%;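 further: purified mutant Fbw7 with reduced substrate affinity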
Active calls of the source: *.

SMILES	MITF inh	GPR151 activ	TEAD-YAP block	FBW7 activator
Cc1nn(CCCC(=O)Nc2sc3c(c2C#N)CCCCC3)c(C)c1[N+](=O)[O-]	3	-0.3	2	0.1
NC(=O)c1c(NC(=O)CCc2c[nH]c3ccccc23)sc2c1CCCC2	0	-0.6	-32	0.0
c1ccc(CN2CCC(Nc3nc(N4CCN(Cc5ccc6c(c5)OCO6)CC4)nc4c3ncn4-c3ccsc3)CC2)cc1	2	-1.5	-3	-0.5
CCOC(=O)CCc1nnc(-c2ccncc2)o1	9	-0.3	2	0.0
COC(=O)C1=C(C)N(C)C(C)=C(C(=O)OC)C1c1ccc(F)cc1	6	1.6	15	0.1
Nc1cccc(-c2cccc(C(=O)NCc3cccc(C(F)(F)F)c3)c2)c1	-7	0.9	15	-0.2
COc1cccc(NC(=O)CSc2nc3ccccc3c(=O)n2CCCC(=O)NCC2CCCO2)c1 (stereo not given)	-8	-0.6	3	0.0
C/C(CC(=O)N1CCN(C=O)CC1)=N\NC(=O)c1ccc(Cl)cc1	-3	-1.6	-8	0.4
Cc1c(Cl)cccc1-n1ncnc1-c1cccnc1	-9	0.1	7	-0.1
Cc1csc(NC(=O)CSc2nccn2Cc2ccc(Cl)cc2)n1	-8	1.1	-2	-0.2
CC(C)(C)CC(=O)Nc1nnc(-c2ccccc2)s1	1	-0.2	-36	0.2
COc1ccc(C2CC(=O)c3cnc(N)nc3C2)cc1OC (stereo not given)	-1	0.1	-6	0.2
Nc1cc(=O)[nH]c(SCC(=O)Nc2ccc(I)cc2)n1	1	0.9	-3	0.1
O=C(NC1(C(F)(F)F)C(=O)OC2CCCC21)NS(=O)(=O)c1ccccc1Cl (stereo not given)	0	1.7	4	0.0
CCOC(=O)C1CCN(C(=O)NC2(C(F)(F)F)Oc3ccccc3O2)CC1	30	0.4	5	-0.2
O=C(NCCc1ccc(O)cc1)c1ccc(-c2ccc(N3CCOCC3)nc2)s1	-1	-10	-10	0.0
CNC(=O)c1ccc(CN(c2ccc(C)c(C)c2)S(C)(=O)=O)cc1	8	0.3	-2	-0.1
COC(=O)c1ccc(-c2cnn3ccc(Nc4ccc(OC)nc4)nc23)cc1	-8	-1.0	-3	0.4
O=C1NC(=Nc2cccnc2)S/C1=C\c1ccccc1Cl	8	1.7	10	0.3
O=C1c2cccc([N+](=O)[O-])c2C(=O)N1c1ccc(N2C(=O)C3C4CCC(C4)C3C2=O)cc1 (stereo not given)	2	2.8	-11	0.2
CC(C)CN(C1CCS(=O)(=O)C1)S(=O)(=O)c1cccc([N+](=O)[O-])c1 (stereo not given)	17	0.5	5	1.0
Cc1cc(OCC(=O)NC(C)c2ccccc2)ccc1Cl (stereo not given)	2	0.0	0	0.0
CC(C)Cn1c(SCC(N)=O)nc2ccccc2c1=O	16	-0.4	14	1.4
Oc1ccccc1-c1nnc(COc2ccc(Cl)cc2Cl)o1	-67	-0.7	-31	0.2
Cc1nc(N2CCOCC2)nc(N)c1[N+](=O)[O-]	-2	1.6	-2	0.3

Another view of some results above.
> CCOC(=O)CCc1nnc(-c2ccncc2)o1
  MITF inh = 9	GPR151 activ = -0.3	TEAD-YAP block = 2	FBW7 activator = 0.0
> COC(=O)C1=C(C)N(C)C(C)=C(C(=O)OC)C1c1ccc(F)cc1
  MITF inh = 6	GPR151 activ = 1.6	TEAD-YAP block = 15	FBW7 activator = 0.1
> Nc1cccc(-c2cccc(C(=O)NCc3cccc(C(F)(F)F)c3)c2)c1
  MITF inh = -7	GPR151 activ = 0.9	TEAD-YAP block = 15	FBW7 activator = -0.2
> COc1cccc(NC(=O)CSc2nc3ccccc3c(=O)n2CCCC(=O)NCC2CCCO2)c1 (stereo not given)
  MITF inh = -8	GPR151 activ = -0.6	TEAD-YAP block = 3	FBW7 activator = 0.0

Next section:
SMILES	MITF inh	GPR151 activ	TEAD-YAP block	FBW7 activator
Cn1c(=O)c2c(nc3oc(-c4ccc(F)cc4)cn32)n(C)c1=O	11	-0.5	7	1.0
COc1cc(/C=C2\C(=O)N(c3cccc(C(=O)O)c3)N=C2C)cc(Cl)c1O	11	-0.2	-8	0.1
Clc1ccc(N2CCN(/N=C\c3cccs3)CC2)cc1	9	-1.2	5	-0.1
COc1ccc(-c2ccc(N(C)C)nn2)cc1	-1	2.0	-3	-0.2
Cc1cc(Br)ccc1NC(=O)CNC(=O)Cn1cnc2sc(C)c(C)c2c1=O	18	-1.4	0	0.2
CCN1C(=O)c2cccc3c(S(=O)(=O)NC4CCCCC4)ccc1c23	6	-0.9	16	0.3
Cc1nc2cccc(C(=O)N3CCCCCC3)c2o1	4	-0.7	-9	0.0
O=C(COC(=O)c1ccc(S(=O)(=O)Nc2ccccc2)cc1)c1ccc(F)cc1	10	2.7	0	0.0
Cc1cc(C)cc(OCC(=O)Nc2nccs2)c1	-13	0.0	-32	0.0
CC(C)(C)c1ccc(OCC(O)Cn2c(C3CC=CCC3)nc3ccccc32)cc1 (stereo not given)	-6	1.6	-8	0.0
CC1CCN(C(=O)c2ccc(S(=O)(=O)c3ccccc3)cc2)CC1	-11	-1.1	-3	-0.2
O=C(COC(=O)c1cccnc1)Nc1cc([N+](=O)[O-])ccc1F	-2	0.5	3	-0.1
CCOc1ccccc1/C=C1/SC(N2CCOCC2)=NC1=O	-6	0.7	7	0.0
COc1ccc(NC(C)=O)cc1NC(=O)CSc1ccc(Br)cc1C	6	1.4	4	-0.1
Cc1cc(=O)[nH]c(NC2CCN(CC(=O)Nc3c(C)cccc3C)CC2)n1	-2	1.1	5	0.2
Cc1nc2cc(F)ccc2n1C1CCN(C(=S)NCC(C)C)CC1	8	0.0	6	0.0
CC1CN(C(=O)CCC(=O)N2CCCCC2)c2ccccc2S1 (stereo not given)	1	1.8	-7	-0.1
CCOc1ccc2ccccc2c1C1Nc2ccccc2-c2nnc(SCC)nc2O1 (stereo not given)	15	-2.7	-8	0.9
O=C(Oc1ccccc1Cl)/C(=C/c1nc2ccccc2n1Cc1ccc(Br)cc1)c1ccccc1Cl	5	-1.1	0	-0.1
S=C(NCCN1CCOCC1)N/N=C/c1c2ccccc2cc2ccccc12	2	0.0	-1	0.1
Cc1cc(N(C)C)nc(Nc2ccccc2)n1	10	-1.1	5	-0.4
Cc1c(C(=O)NC2CC2)oc2ccc(S(=O)(=O)N3CCOCC3)cc12	4	3.7	8	0.4
CCOC(=O)c1cnc(SCC(=O)Nc2cc(Cl)ccc2OC)nc1N	19	-0.1	10	0.0
O=C(NCc1ccccc1)C1CCN(C(=O)c2sccc2-n2cccc2)CC1	0	0.9	-9	-0.1
CCC(C)(C)n1nnnc1C(c1ccc(C)cc1)N1CCC(C(N)=O)CC1 (stereo not given)	0	-0.6	-1	0.0
The results go on:
SMILES	MITF inh	GPR151 activ	TEAD-YAP block	FBW7 activator
CCN1CCN(S(=O)(=O)c2ccc(OC)c(Br)c2)CC1	-6	1.0	13	0.0
COc1ccccc1C(=O)Nc1ccc(Br)c(C)n1	-12	2.6	-77	-0.2
CCCOc1ccc(C2Nc3ccccc3C(=O)N2c2ccc(C(C)CC)cc2)cc1 (stereo not given)	6	-0.6	-6	0.1
Cc1c(C(=O)Nc2ccccc2C(N)=O)sc2nc(-c3ccccc3)cn12	-7	0.8	-26	-0.1
O=C(Nc1ccc2c(c1)CN(C(=O)CN1CCOC1=O)CC2)C1CCCO1 (stereo not given)	1	1.8	1	0.0
CCOc1ccc(/C(O)=C2/C(=O)C(=O)N(CCCN(C)C)C2c2ccc(C(C)(C)C)cc2)c(C)c1 (stereo not given)	-16	1.6	2	0.1
O=C(Nc1cccnc1)c1ccc(Br)c(S(=O)(=O)N2CCCC2)c1	1	0.3	-2	-0.1
C=COC(=O)C[n+]1csc2ccccc21	4	-1.1	-4	-0.9
Cc1nn(-c2ccccc2)c2c1C(c1ccccc1F)C(C#N)=C(N)O2 (stereo not given)	5	0.6	5	-0.6
O=C(NC1CCCCCC1)c1cc2ccccc2oc1=O	8	0.3	-19	0.0
COc1cc(OC)cc(C(=O)Nc2ccc(N3CCN(C(=O)C(C)C)CC3)cc2)c1	-2	-1.1	47*	-0.4
O=C1CCCc2oc3ccc(NS(=O)(=O)c4cc(Cl)ccc4Cl)cc3c21	11	-1.1	6	0.1
CC1CCN(S(=O)(=O)c2ccc3nc(-c4cccs4)cc(C(=O)O)c3c2)CC1	6	-1.4	4	0.1
N#CCc1c(C#N)c(N)nc(N2CCN(c3ccc(F)cc3)CC2)c1C#N	15	0.7	-17	0.2
CCN(Cc1ccccc1)C(=O)C1CC(Cc2cccc(OC)c2)=NO1 (stereo not given)	-2	4.7	-13	-0.1
COc1cc(/C=C/C(=O)OCC(=O)c2cc(C)n(Cc3ccco3)c2C)ccc1OCC#N	-2	-0.8	3	0.1
COc1ccc(-c2cnnc(N3CCCC3c3nonc3C)n2)cc1 (stereo not given)	-4	0.8	-5	-0.2
Cc1nn(CCC(=O)O)c2nc(-c3cccs3)cc(C(F)(F)F)c12	8	2.3	-3	-0.1
CN(Cc1ccccc1)S(=O)(=O)c1ccc(NC(=O)Nc2ccccc2)cc1	19	-0.3	1	0.3
N#CCSc1nc(NCc2ccc3c(c2)OCO3)c2ccccc2n1	2	-0.3	-2	0.1
Cc1ccc(Nc2nc(C(=O)N(C)Cc3ccccc3)cs2)cc1	9	0.2	-10	0.0
N#Cc1c(NC(=O)c2ccc(F)c(F)c2)sc2c1CCCC2	-20	0.4	-39	0.1
CCOC(=O)c1cn[nH]c1/N=C(\C)c1c(C)[nH]n(-c2nc3ccccc3s2)c1=O	6	-9.0	-3	0.0
COC(=O)c1cc2cc(CC(=O)c3ccc(O)cc3O)ccc2o1	9	0.1	-3	0.0
Cc1ccccc1NC(=O)CC1SC(=Nc2ccc3c(c2)OCCO3)NC1=O (stereo not given)	16	-0.7	-1	-0.1
(further entries)
SMILES	MITF inh	GPR151 activ	TEAD-YAP block	FBW7 activator
O=C1N[C@@H](Cc2ccc(Cl)cc2)C(=O)N2CCN(C(=O)c3ccc(OC(F)(F)F)cc3)C[C@H]12	18	1.1	9	0.2
O=C(O)CCCC(=O)Nc1ccccc1NC(=O)c1ccc(C(F)(F)F)cc1	11	-0.6	6	0.0
O=C(COC(=O)c1ccc(F)c(S(=O)(=O)N2CCOCC2)c1)c1ccccc1	5	6.1*	8	0.0
CC(=O)N1CCN(Cc2ccc3c(c2)CN(Cc2cc(C)cc(C)c2)CCO3)CC1	-4	-1.5	-4	0.1
Cc1ccc(C)c(NC(=O)CSc2nnc(C)c3ccccc23)c1	-1	0.4	1	-0.1
O=C(CNS(=O)(=O)c1ccccc1)Nc1ccc(C(F)(F)F)cc1	-1	0.7	-5	-0.2
Cc1nc2cc(NC(=O)COc3ccccc3)ccc2s1	5	-0.9	-19	0.1
CC(C)=CCN1CCN(Cc2cccc3nonc23)CC1CCO (stereo not given)	10	0.4	13	0.0
O=C(COC(=O)/C=C/c1ccc(Cl)cc1)NCCN1C(=O)CSC1=O	-12	0.9	-9	-0.1
CCCCN(/C=C/C(=O)c1ccccc1)S(=O)(=O)c1ccccc1	-5	-0.1	4	-0.1
CCOc1cc(C2NCCc3cc(OCC)c(OCC)cc32)ccc1OC (stereo not given)	14	-0.1	3	0.0
CC(C)Cn1c(N)c(C(=O)c2ccc(N3CCCCC3)c([N+](=O)[O-])c2)c(=O)[nH]c1=O	7	-0.5	12	-0.2
CCN(Cc1ccccc1)C(=O)Cn1cc(C=O)c2ccccc21	-9	1.3	-1	-0.1
O=C(NCCc1ccccc1)c1nc2nc(-c3cccs3)cc(C(F)(F)F)n2n1	9	1.1	-2	0.1
COc1ccc(N(CC(=O)Nc2ccc(F)cc2)S(C)(=O)=O)cc1Cl	19	-0.3	-3	0.0
O=S(=O)(c1cccc(C(F)(F)F)c1)N1CCNCC1	10	0.9	3	0.3
O=C(O)c1cccc(Nc2nc(-c3ccccc3)cs2)c1	-9	-6.0	-66	-0.1
O=C(Nc1cccc(Br)c1)C1CCCC1	-6	0.8	-2	0.0
Cc1onc(-c2c(Cl)cccc2Cl)c1C(=O)Nc1cccc(Br)c1	9	0.1	1	0.0
CCOC(=O)C1=C(C)N=c2s/c(=C/c3cc(Br)ccc3OC(C)=O)c(=O)n2C1c1ccccc1Cl (stereo not given)	7	-0.1	7	0.1
COc1cccc(NC(=O)CSc2nc3ccsc3c(=O)n2CCc2ccc(OC)c(OC)c2)c1	10	-0.5	7	0.1
COc1ccc(S(=O)(=O)N(C2=NCCCS2)c2ccccc2F)cc1OC	17	-1.0	-4	1.2
COc1ccc(N2CCN(C(=O)CNC3CC3)CC2)cc1	7	0.7	-3	-0.1
CC1CCCCC1N=CC1=C(O)CC(C)(C)CC1=O (stereo not given)	-2	1.1	-3	0.0

Whole records, looked up by structure. Order of values: MITF inh, GPR151 activ, TEAD-YAP block, FBW7 activator
Results for O=C(Nc1cccc(Br)c1)C1CCCC1 : -6, 0.8, -2, 0.0
Results for COc1ccc(S(=O)(=O)N(C2=NCCCS2)c2ccccc2F)cc1OC : 17, -1.0, -4, 1.2
Results for CC(C)=CCN1CCN(Cc2cccc3nonc23)CC1CCO (stereo not given) : 10, 0.4, 13, 0.0
Results for CCCCN(/C=C/C(=O)c1ccccc1)S(=O)(=O)c1ccccc1 : -5, -0.1, 4, -0.1
Results for CCOc1cc(C2NCCc3cc(OCC)c(OCC)cc32)ccc1OC (stereo not given) : 14, -0.1, 3, 0.0

Screens: PubChem, The Scripps Research Institute Molecular Screening Center

This is a random part of the collection. Share with any hit: about 3.4%.
